SUMO Mot1 rescue – blocks SUMOylation pathway, rescuing yeast Mot1-301 growth | S. cerevisiae Mot1-301 growth rescue, ATP luminescence, 38.5C; percent above DMSO median, 100 means doubled | growth rescue, % at 18.8 µM | hit rate 1% among 320,000;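 active means every valid replicate shows activation above 250% relative to neutral control wells; inactive means the rest, any valid replicate at or below 250%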;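 further: OY570 slx delta 5 strain wells were the positive control but not used for scaling; some compounds called inactive have numbers as strong as hits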
PKA-R1A act – activators of PKA-R1A complex | PKA-R1A dissociation, Cy5-IP20 fluorescence polarization; scaled: DMSO 0%, 113 µM cGMP 100% | activation, % at 11.4 µM | hit rate 0.083% among 340,000 | P00514+P68181;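 active means percent activation above the mean of all tested compounds plus 3 SD, cut at about 19% in these data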;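 further: higher means more PKAc released from R1A so a rise in polarization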
MOR-DOR inv ag – mu-delta opioid heterodimer inverse agonism; P35372+P41143; cell-based MOR-DOR heterodimer luminescence; inhibition, % at 9.3 µM; hit rate 0.21% among 340,000; in the data active means inhibition above about 22%, passing the limit was not always enough;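 further: 0% = cells with DMSO and 100% = wells without cells with DMSO; values of inactives mirror those of a sister screen read the other way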
DSG3 Ab inh – blocks pemphigus antibody binding to human desmoglein-3; binding (percent of control), % at 10 µM; DSG3-coupled beads, scFv-anti-DSG3-GFP binding, flow cytometry; active compounds read low; P32926; hit rate 0.48% among 310,000;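 active means binding more than 3 SD below its plate's average and above zero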;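 further: hits lower antibody fragment binding to DSG3; some compounds called inactive have numbers as strong as hits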
PfHsp90 set2 – reduces growth (ATP signal) of yeast expressing P. falciparum Hsp90 | S. cerevisiae expressing PfHsp90, BacTiter-Glo ATP, 48 h; yeast lacking PDR1 and PDR3 efflux regulators | inhibition, % at 9.4 µM | hit rate 0.32% among 310,000 | AID 504621;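 active means every replicate shows inhibition above about 80%, whatever the replicate mean, limit read from the data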;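 further: 0% = DMSO neutral controls and 100% = 20 µM radicicol positive controls; yeast relying on Plasmodium falciparum Hsp90 in place of its own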
HTR5A inv ag – HTR5A inverse agonism, opioid heterodimer counter-screen; HTR5A cell line, luminescence; inhibition, % at 9.3 µM; P47898; hit rate 0.083% among 340,000; in the data active means inhibition mostly above about 23%, no sharp cut-off; inactive means mostly below about 18%;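 further: 0% = cells with DMSO and 100% = no-cell wells with DMSO; some compounds called inactive have numbers as strong as hits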
Target sequence (P47898 whole entry, looked up): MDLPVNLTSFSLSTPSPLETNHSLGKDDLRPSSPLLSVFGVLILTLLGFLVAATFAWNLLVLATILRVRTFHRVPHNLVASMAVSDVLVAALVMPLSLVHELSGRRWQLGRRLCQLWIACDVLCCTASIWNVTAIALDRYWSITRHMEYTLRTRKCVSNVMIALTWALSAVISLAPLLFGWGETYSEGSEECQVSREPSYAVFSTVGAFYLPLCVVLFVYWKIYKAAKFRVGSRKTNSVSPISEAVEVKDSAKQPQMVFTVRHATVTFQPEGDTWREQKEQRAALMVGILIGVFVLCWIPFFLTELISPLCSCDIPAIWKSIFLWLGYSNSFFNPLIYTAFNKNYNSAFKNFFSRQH
phage Ecoli inh – E. coli growth loss with phage present; growth absorbance; inhibition, % at 11.9 µM; hit rate 0.26% among 360,000; AID 651602; in the data active means inhibition above about 11%
MOR-DOR ag – agonists of human mu-delta opioid receptor heterodimerization; cells, OPRM1-OPRD1 heterodimerization, luminescence; AID 504326; activation, % at 9.3 µM; hit rate 0.3% among 340,000; in the data active means activation above about 18%;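 further: 0% = vehicle-treated cells and 100% = reference agonist; values of inactives mirror those of a sister screen read the other way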
AddAB inh – less growth of phage-infected E. coli with AddAB | E. coli expressing H. pylori AddAB, absorbance growth | inhibition, % at 11.9 µM | hit rate 0.29% among 330,000 | AID 435030; in the data active means inhibition above about 12%;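 further: 0% = vehicle wells of infected cells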
E coli growth – bacterial growth inhibition, counter-screen for AddAB inhibitors; inhibition, % at 11.9 µM; hit rate 0.27% among 330,000; E. coli V3065 growth, OD600 absorbance, 18 h;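 active means inhibition above the campaign's mean inhibition across all tested compounds plus 3 SD, cut at about 9.9% in these data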;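 further: uninfected addAB+ strain grown without phage in ampicillin broth; 0% = DMSO wells and 100% = ciprofloxacin 0.95 µg/ml wells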
HTR5A ag ctr – HTR5A agonism, opioid heterodimer counter-screen; hit rate 0.61% among 340,000; AID 504692; activation, % at 9.3 µM; HTR5A agonist assay, luminescence, cell-based; P47898; in the data active means activation mostly above about 9.5%, no sharp cut-off; inactive means mostly below about 7.6%;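 further: 0% = cells with vehicle only and 100% = reference agonist; strong numbers were not always called active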
* hit, by the source's call; · = no result given.

SMILES | SUMO Mot1 rescue | PKA-R1A act | MOR-DOR inv ag | DSG3 Ab inh | PfHsp90 set2 | HTR5A inv ag | phage Ecoli inh | MOR-DOR ag | AddAB inh | E coli growth | HTR5A ag ctr
Cc1ccc(N2C(=O)CC(n3nc(C)cc3C)C2=O)cc1 (centres undefined) | -10 | -13 | 0 | 98 | 6 | -9 | 0.6 | 0.0 | 1.4 | -0.6 | 4
CC(C)(C)n1nnnc1C(c1ccccn1)N(Cc1ccccc1)Cc1ccc(Cl)cc1 (centres undefined) | · | 2 | 4 | 102 | 12 | 7 | 1.1 | -0.8 | 0.0 | -0.8 | 3
COc1cccc(CN(C)CC(=O)Nc2ccccc2C(=O)Nc2ccccc2)c1 | 295 | 8 | -33 | 106 | 5 | 4 | 1.3 | 6.5 | 0.8 | 1.2 | -1
CCc1ccc(OCC(=O)N2c3ccccc3CCc3ccccc32)cc1 | -9 | -8 | -55 | 98 | 3 | 2 | 1.7 | 10 | 1.9 | 2.8 | 0
CCOC(=O)Cc1c(C)nc2c(-c3ccc(OC)cc3)c(C)nn2c1C | 104 | 1 | 15 | 99 | 35 | 14 | 0.5 | -2.5 | 1.8 | 0.2 | 1
CCOc1ccc(NC(=S)Nc2cc(OC)c(Cl)cc2OC)cc1 | 9 | -16 | 10 | 113 | -4 | -3 | 4.0 | -1.9 | 3.2 | 3.4 | 1
Cc1nn(C)c(C(=O)Nc2ccn(Cc3c(F)c(F)cc(F)c3F)n2)c1[N+](=O)[O-] | 16 | 5 | 10 | 103 | -2 | 1 | 1.7 | -1.9 | 0.0 | -2.0 | 4
O=C(COc1ccc(/C=N/NC(=O)c2cc3ccccc3o2)cc1Br)Nc1ccccc1 | -23 | -10 | -264 | 95 | -11 | -57 | 0.1 | 45* | 3.2 | -0.1 | 4
O=C(NCCCO)c1nc2ccccc2s1 | 9 | -1 | 2 | 89 | -10 | -9 | 0.8 | -0.3 | -0.6 | -0.3 | -1
COC(=O)c1cn(NC(=O)COc2ccc(Cl)cc2)c(=O)c2ccccc12 | 55 | -2 | 3 | 104 | 7 | -2 | 3.7 | -0.7 | -0.3 | -2.5 | 1
Cc1ccc2cc(S(=O)(=O)NCCCN3CCOCC3)ccc2c1 | 28 | 2 | 16 | 80 | 12 | -10 | 8.3 | -3.1 | 2.9 | -1.3 | 4
CCN1CCN(c2c(Cl)cccc2NC(=O)c2ccc([N+](=O)[O-])o2)CC1 | 120 | 6 | -23 | · | · | -1 | 4.5 | 4.0 | 7.2 | 0.3 | 0

With a hit mark in MOR-DOR ag (from the list above):
canonical_smiles	SUMO Mot1 rescue	PKA-R1A act	MOR-DOR inv ag	DSG3 Ab inh	PfHsp90 set2	phage Ecoli inh	MOR-DOR ag	AddAB inh
O=C(COc1ccc(/C=N/NC(=O)c2cc3ccccc3o2)cc1Br)Nc1ccccc1	-23	-10	-264	95	-11	0.1	45*	3.2

Next part.
SMILES | SUMO Mot1 rescue | PKA-R1A act | MOR-DOR inv ag | DSG3 Ab inh | PfHsp90 set2 | HTR5A inv ag | phage Ecoli inh | MOR-DOR ag | AddAB inh | E coli growth | HTR5A ag ctr
CN(C)CCCNC(=S)N(CCO)Cc1cc2cc3c(cc2[nH]c1=O)OCO3 | 2 | 12 | 17 | 95 | -26 | 7 | -1.5 | -3.3 | 0.0 | -0.9 | -3
COc1cccc(S(=O)(=O)NCc2ccc(C(=O)NCc3ccco3)cc2)c1 | -4 | -2 | 1 | 100 | -34 | 2 | 1.5 | -0.2 | -1.7 | -1.0 | 0
COc1ccc(N=Nc2ccc3ccccc3c2)c(O)c1 | 1 | -8 | 16 | 106 | -13 | -22 | -0.6 | -3.3 | 0.7 | 1.7 | 6
COc1ccc(NC(=O)c2ccc(-n3cccn3)nc2)cc1 | -6 | 5 | 14 | 100 | · | -3 | 3.4 | -3.0 | 1.4 | 0.7 | 1
Cc1noc(C)c1COC(=O)c1cccc(S(=O)(=O)N2c3ccccc3CC2C)c1 (centres undefined) | 115 | -2 | -10 | 106 | 4 | 4 | -0.1 | 1.8 | 1.2 | -2.2 | -1
COCCNC(=O)c1c(N)n(/N=C/c2cccs2)c2nc3ccccc3nc12 | 124 | -5 | -10 | 107 | -17 | -53 | 3.0 | 1.8 | 2.1 | 0.6 | 6
COc1ccc(C2(C(=O)Nc3ccc(S(=O)(=O)Nc4nc(C)cc(C)n4)cc3)CCCC2)cc1OC | -1 | -5 | 2 | 100 | 26 | -22 | 3.7 | -0.4 | 0.2 | -0.6 | 8
CC(C(=O)O)N1C(=O)C2C3c4ccccc4C(c4ccccc43)[C@@H]2C1=O (some centres undefined) | 24 | 0 | 13 | · | -5 | 6 | 1.7 | -2.9 | -0.7 | -0.9 | -2
O=C(Nc1cccnc1)c1ccccc1Oc1ccccc1 | · | -8 | 15 | 93 | 22 | 9 | -1.1 | -2.7 | 1.7 | 1.7 | -2
CC(C)CCNC(=O)C1CCN(c2nc3ccccc3o2)CC1 | -7 | -1 | -2 | 98 | 9 | 16 | 3.3 | 0.3 | 3.1 | 5.9 | -1
Cc1ccc(-c2nc(CS(=O)CC(=O)NCCN3CCOCC3)c(C)o2)cc1 (centres undefined) | 6 | -3 | -3 | 103 | 0 | 9 | 3.6 | 0.6 | 0.5 | 0.6 | -2
c1ccc(-c2noc(CN3CCN(c4ccccc4)CC3)n2)cc1 | -19 | -12 | 3 | 109 | 8 | 3 | 3.0 | -0.7 | 3.0 | -0.2 | -1
C#CC(C)OC(=O)C(C)NC(=O)c1ccccc1 (centres undefined) | -12 | 3 | 10 | 106 | -14 | 8 | 4.8 | -1.8 | 0.2 | 0.8 | -3
Cc1ccnc2nc(C(=O)OCC(=O)NCCc3ccc(Cl)cc3)nn12 | 12 | 1 | 18 | 98 | 2 | -17 | 2.5 | -3.5 | 2.4 | -0.9 | 3
Cc1ccc2c(c1)CCCN2CC(=O)Nc1cccc(S(=O)(=O)N2CCCC2)c1 | -3 | -23 | 5 | 101 | -1 | -11 | 1.6 | -1.2 | 2.8 | 2.1 | 5
CCOC(=O)N1CCN(Cc2c(NC(=O)c3ccco3)sc(C)c2C)CC1 | -18 | -1 | 7 | 96 | 4 | 7 | 4.9 | -1.2 | 3.3 | 3.7 | -3
Cc1ccc(S(=O)(=O)N2CCCCC2)cc1NC(=O)CSc1nc(N)cc(=O)[nH]1 | -3 | -4 | 19 | · | -8 | 20 | -0.4 | -5.1 | -2.9 | 0.2 | 0
O=C1CCCC2=C1Sc1ccc(Cl)cc1N2 | 3 | -13 | -18 | 101 | -3 | 4 | 3.6 | 3.5 | 4.8 | 0.3 | 2
COc1ccc(/C=N/NC(=O)CNc2c(Br)cc(C)cc2Br)c(C(=O)O)c1OC | -31 | -2 | -3 | 86 | 28 | -2 | 4.0 | 0.5 | -2.9 | -0.1 | 2
COc1ccc(NC2=C(C(C)=O)C(c3ccc(N(C)C)cc3)C(C(C)=O)C(C)(O)C2)cc1 (centres undefined) | 40 | -6 | 7 | 101 | 8 | -9 | 0.5 | -1.3 | 2.7 | 3.5 | -2
O=C(Nc1c(Cl)ccc2nsnc12)c1ccco1 | -16 | -15 | -1 | 91 | 10 | 3 | 1.5 | 0.2 | 1.3 | -4.3 | -1
Cc1ccccc1NS(=O)(=O)c1ccc2[nH]cc(C(=O)NCCCN3CCOCC3)c(=O)c2c1 | -15 | -23 | 8 | 106 | -6 | -15 | 1.7 | -1.4 | -0.2 | 0.1 | 6
N#C/C(=C(/O)COC(=O)c1ccc(C#N)cc1)c1nc2ccccc2s1 | -10 | 1 | -3 | 99 | -4 | 10 | 1.2 | 0.4 | -2.1 | -0.9 | -4
CN(CC(=O)Nc1sccc1C#N)C1CCCCC1 | -7 | 10 | 0 | · | 2 | -7 | -0.2 | 0.0 | -0.3 | -0.9 | 0
CC(OC(=O)CCCOc1ccccc1)C(=O)Nc1ccc(Cl)cn1 (centres undefined) | 296 | -4 | -7 | 101 | -12 | -1 | 6.5 | 1.1 | 2.0 | -0.2 | 0
COCCNC(=O)C(c1ccc(C)cc1)N(C(=O)C(=O)NC1CCCC1)c1ccc2c(c1)OCCO2 (centres undefined) | -11 | 5 | 14 | 97 | 7 | -1 | 1.5 | -2.8 | -0.3 | -0.3 | 0
O=C(NCc1ccncc1)Nc1ccc(F)cc1 | 9 | 1 | 1 | 103 | -33 | -23 | 2.2 | -0.1 | 2.5 | 2.2 | 3
Nc1nc(CN2CCN(C(=O)c3ccco3)CC2)nc(Nc2cccc(Cl)c2)n1 | 6 | -2 | 19 | 109 | · | 2 | -0.9 | -4.0 | -0.4 | 1.2 | -1
CN1CCc2c(n(CC(O)CN3C(=O)c4ccccc4S3(=O)=O)c3ccccc23)C1=O (centres undefined) | · | -7 | 12 | · | -6 | 14 | 3.5 | -2.9 | · | · | -6
CCCC12CN3CC(CCC)(CN(C1)C3c1ccco1)C2=O (centres undefined) | -11 | -15 | 18 | 90 | 4 | -2 | 1.1 | -3.5 | -0.3 | 0.2 | 6
CC(C)(C)SCCNC(=O)/C=C/c1ccccc1 | 1 | · | · | 109 | · | · | 1.1 | · | 1.8 | -1.6 | ·
CCOc1ccc2oc(C(=O)NCc3ccccc3CN3CCCC3)c(C)c2c1 | 10 | -2 | -7 | 103 | -24 | 10 | -2.1 | 1.3 | -0.1 | -1.8 | -3
COC(CNC(=O)c1ccc2nc(-c3cccs3)c(-c3cccs3)nc2c1)OC | -12 | 7 | 3 | 108 | 9 | -11 | 2.5 | -0.5 | -1.7 | -2.5 | -1
OC(CNCc1cccc(Br)c1)c1ccccc1 (centres undefined) | 8 | -4 | -10 | 103 | -2 | 2 | 0.8 | 1.8 | 1.4 | -0.4 | -1
CC(C)C(NS(=O)(=O)c1cc(C(=O)O)ccc1Cl)C(=O)O (centres undefined) | 86 | -4 | 11 | 107 | 17 | -8 | -0.6 | -2.1 | 3.0 | -2.3 | 3
Cc1ccc(/C=C/C(=O)NCCc2cccc(Cl)c2)o1 | -2 | 0 | 8 | 112 | 9 | -20 | 1.3 | -1.7 | 1.9 | 0.1 | 5
CC1CCCN(S(=O)(=O)c2ccc(Cl)s2)C1 (centres undefined) | 85 | 2 | -34 | 133 | -34 | -14 | 0.1 | 4.1 | 1.6 | -0.4 | 2
CCn1cc(C(=O)N[C@@H](C)C(=O)NCCO)c(=O)c2cc3c(cc21)OCO3 | -14 | -10 | 3 | 92 | -6 | -7 | -0.3 | -0.7 | -0.6 | -1.5 | 2
CCCCOc1ccc(C(=O)NCC(=O)NCCOc2ccc(C)cc2)cc1 | 2 | -8 | -11 | · | 4 | -2 | 0.7 | 2.8 | 0.2 | -2.3 | 1
COc1ccc(Cl)cc1NC(=O)c1cnc2n(c1=O)CCS2 | -1 | 0 | 7 | 93 | -7 | 8 | 3.9 | -1.3 | 2.8 | 1.3 | -3
CCOc1cc(CN2CCc3c([nH]c4ccccc34)C2)ccc1OC | 1 | 2 | 5 | 110 | 3 | -18 | 0.5 | -1.0 | · | · | -6
Cc1onc(-c2c(Cl)cccc2Cl)c1C(=O)c1c[nH]c(C(=O)NCCCN2CCOCC2)c1 | 1 | -10 | 12 | · | 12 | 1 | -0.6 | -2.3 | 1.0 | 2.2 | 0

Screening results deposited in PubChem by several laboratories.
